TRb SRC2 PPI: disrupts binding of human TR beta to SRC2. Potency, µM (highest dose often 106 µM), for the others: top-dose activity change, negative = inhibition, most hits filed as inhibitors. AID 1469. 0.065% of 280,000 active. TRbeta-SRC2 peptide binding, fluorescence polarization; receptor liganded with 1 µM T3. P10828;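 note: plate controls were bound peptide for no effect and peptide without receptor for full effect; nearly all actives have a fitted effect of over 50% in size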
Target sequence (P10828 whole entry, looked up): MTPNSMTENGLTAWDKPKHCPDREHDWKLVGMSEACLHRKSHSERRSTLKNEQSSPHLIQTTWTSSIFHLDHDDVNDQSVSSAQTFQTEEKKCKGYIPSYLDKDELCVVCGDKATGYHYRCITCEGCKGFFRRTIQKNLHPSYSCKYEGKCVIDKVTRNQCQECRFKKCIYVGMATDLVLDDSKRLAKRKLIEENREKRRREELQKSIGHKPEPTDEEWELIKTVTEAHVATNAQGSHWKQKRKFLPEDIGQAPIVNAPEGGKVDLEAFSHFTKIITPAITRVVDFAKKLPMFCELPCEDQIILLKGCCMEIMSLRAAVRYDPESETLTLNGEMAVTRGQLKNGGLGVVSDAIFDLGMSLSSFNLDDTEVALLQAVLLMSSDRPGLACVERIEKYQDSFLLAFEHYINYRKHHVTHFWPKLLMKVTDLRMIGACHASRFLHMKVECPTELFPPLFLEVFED
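Human TRb ligand-binding domain (0.6 uM) is mixed with 20 nM Texas Red SRC2 peptide and 1 uM T3; after compound addition and 5 hr at ambient temperature, polarization is measured and normalized to unbound and bound controls.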
Tau fluor cs: counter-screen for tau fibril formation inhibitors. Potency, µM (series often up to 57.7 µM), without a hit: at the highest dose activity change, negative = decrease. tau K18 P301L Alexa594 fluorescence, heparin fibrillization. 0.93% of 280,000 active. AID 1463; note: % is set by controls: 0 for no effect and ±100 for the full control effect; nearly all actives have a fitted effect of over 55% in size
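Human tau K18 P301L (15 uM unlabeled, 0.24 uM Alexa 594-labeled) in 100 mM sodium acetate pH 7 with 20 uM heparin, 6 hr at 37 C. ThT 30 uM added, 1 hr ambient; Alexa 594 FP and total fluorescence read at 555/632 nm.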
TexasRed fluor: counter-screen for TRb-SRC2 inhibitors: fluorescence interference; TRb/SRC2 Texas Red total fluorescence interference; Potency, µM (doses to about 106 µM), for inactives: at the highest dose fluorescence change, negative = quenching; 0.29% of 280,000 active; AID 1479; active = well fitted curve in either direction with a large enough effect; inconclusive = small, poorly fitted or top-dose-only effect; note: % is set by controls: 0 for no effect and ±100 for the full control effect
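Human TRβ ligand-binding domain (0.6 uM) and Texas Red SRC2 peptide (20 nM) in Tris buffer with 1 uM T3 and 5% DMSO were incubated with pinned compound for 5 hr at ambient temperature. Total fluorescence was computed as S + 2P (555/632 nm).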
Tau fibril ThT: inhibitors of human tau fibril formation, thioflavin T binding. recombinant tau K18 P301L, heparin-induced fibrillization, ThT fluorescence. Potency, µM (doses to about 57.4 µM), inactives show top-dose activity, negative = inhibition, actives largely listed as inhibitors. 2.1% of 270,000 active. AID 1460; note: % is set by controls: 0 for no effect and ±100 for the full control effect; nearly all actives have a fitted effect of over 55% in size
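Fibril formation assay: tau K18 P301L at 15 uM with trace Alexa 594 label, heparin inducer 20 uM, pH 7 sodium acetate buffer, 37 C for 6 hr; endpoint ThT signal.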
HTT cytoprotect: Huntington cell model cytoprotection by ATP luminescence; Potency, µM (doses to about 56.4 µM), for the others: cytoprotection (ATP increase), most hits filed as activators; PC12 HTT-Q103 induced, cytoprotection, ATP luminescence, 40 h; 0.14% of 230,000 active;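 note: % of control where 0% means no effect; nearly all actives have a fitted effect of over 45% in size; toxic huntingtin expression switched on by the ecdysone agonist tebufenozide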
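Compounds were screened for protection of PC12 cells against cell death after tebufenozide induction (100 nM final) of mutant Huntingtin exon 1 (Q103) fused to GFP.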
RECQ1 inh: inhibitors of human RECQ1 DNA helicase; 0.54% of 240,000 active; P46063; RECQ1 DNA unwinding, red fluorescence kinetic read; Potency, µM (series often up to 57.3 µM), for the others: at the highest dose activity, negative = inhibition, usual class: inhibitors;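 note: plate controls were vehicle for no effect and no enzyme for full effect; nearly all actives have a fitted effect of over 30% in size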
Target sequence (P46063 whole entry, looked up): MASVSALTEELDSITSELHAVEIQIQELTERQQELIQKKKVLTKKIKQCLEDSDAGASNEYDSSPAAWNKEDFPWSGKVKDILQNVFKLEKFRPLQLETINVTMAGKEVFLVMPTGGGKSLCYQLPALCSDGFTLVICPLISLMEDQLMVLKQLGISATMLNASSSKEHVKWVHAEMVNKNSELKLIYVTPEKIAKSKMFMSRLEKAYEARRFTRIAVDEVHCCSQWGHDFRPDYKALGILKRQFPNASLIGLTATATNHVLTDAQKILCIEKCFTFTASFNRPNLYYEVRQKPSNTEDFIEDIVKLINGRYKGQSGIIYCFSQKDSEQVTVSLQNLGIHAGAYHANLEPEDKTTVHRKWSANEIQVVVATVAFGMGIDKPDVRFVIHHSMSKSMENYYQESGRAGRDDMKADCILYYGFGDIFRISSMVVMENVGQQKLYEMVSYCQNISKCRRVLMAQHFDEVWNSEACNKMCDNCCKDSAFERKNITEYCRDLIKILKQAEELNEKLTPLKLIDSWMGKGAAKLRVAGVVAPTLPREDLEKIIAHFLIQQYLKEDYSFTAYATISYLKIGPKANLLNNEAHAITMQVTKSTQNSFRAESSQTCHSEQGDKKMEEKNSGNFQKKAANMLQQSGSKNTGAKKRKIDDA
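50 nM RECQ1T1 preincubated 15 min with compound in Tris pH 8.0 buffer with MgCl2, DTT, Tween-20 and 2.5 ug/ml poly(dI-dC); started with 200 nM TAMRA/BHQ-2 forked duplex and 2 mM ATP. Unwinding read as fluorescence (525/598 nm), two reads 2 h apart.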
L3MBTL1 block: inhibitors of human L3MBTL1; 0.66% of 230,000 active; Q9Y468; AlphaScreen L3MBTL1–H3K9me1 peptide binding; Potency, µM (titrated, usually from 57.1 µM), inactives show at the top dose activity, negative = inhibition, actives largely listed as inhibitors; note: % is set by controls: 0 for no effect and ±100 for the full control effect; nearly all actives have a fitted effect of over 60% in size
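Displacement of a biotinylated histone H3(1-15) peptide monomethylated at Lys9 (75 nM) from L3MBTL1 (50 nM) was measured by AlphaScreen after a 30 min room-temperature compound incubation; cefsulodin titration served as intraplate control.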
Tau fibril FP: inhibitors of human tau fibril formation. P10636. K18 P301L tau heparin fibrillization, Alexa594 FP, 6 h. Potency, µM (top dose mostly 57.7 µM), without a hit: top-dose activity, negative = inhibition, hits mostly inhibitors. 0.39% of 280,000 active. AID 1468; note: % is set by controls: 0 for no effect and ±100 for the full control effect; nearly all actives have a fitted effect of over 55% in size
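FP of Alexa 594-tau after heparin (20 uM) induction. Substrate: human K18 P301L, 15 uM unlabeled, 0.24 uM labeled. Buffer 100 mM sodium acetate pH 7. 6 hr, 37 C.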
Numbers without * were called inactive; i = inactive; ? = inconclusive; . = no result given; [ ] = remark or other dose. Unless noted, calls come from the whole dose curve; as a rule, active = well fitted curve in the direction sought with a large enough effect; inconclusive = small, poorly fitted or top-dose-only effect, or another doubt; inactive = no such curve, though single readings can be large; an effect the other way counts as inactive or inconclusive. Potency is the fitted concentration of half-maximal effect. These rows are one share of the data; count on the stated rates, not on these rows.

Values run as follows: TRb SRC2 PPI | Tau fluor cs | TexasRed fluor | Tau fibril ThT | HTT cytoprotect | RECQ1 inh | L3MBTL1 block | Tau fibril FP
C=CCn1c(O)c(/C=C2\C=NN=C2c2ccccc2)sc1=S
→ 3% | ? | -2% | ? | 17%[10 µM] | -14% | -17% | ?
NC(N)=NCc1cccc(I)c1
→ -2% | -2% | 0% | -2% | ? | i | -5% | -3%
COc1ccc(C)cc1NC(=O)C(=O)NCC1(c2ccccc2)CCCC1
→ -4% | -21% | -3% | -5% | . | . | . | -10%
COc1ccc(-c2oc(NC(C)=O)c(C#N)c2-c2ccc(OC)cc2)cc1
→ 1% | 16µM*[quencher] | -2% | ? | 9% | -10% | . | ?
Cc1ccc(-c2nnn(CC(=O)N(CC3CCCO3)C(C(=O)NC3CCCC3)c3ccc(F)cc3)n2)o1 (centres undefined)
→ -9% | -3% | -2% | -15% | -1% | -4% | . | -5%
COc1ccc(CCNC(=O)Cn2c(=O)n(CCCC(=O)NCc3ccco3)c(=O)c3sccc32)cc1OC
→ ? | -8% | ? | -12% | 15%[10 µM] | 0% | 7% | -1%
Cn1nc(-c2ccc(C(=O)Nc3cccnc3)cc2)c2ccccc2c1=O
→ 8% | -5% | 1% | -3% | -9%[0.074 µM] | -3% | 5% | 0%
Cc1ccc(CNC(=O)CCCN2C(=O)c3cccnc3Oc3ccc(Cl)cc32)cc1
→ -9% | -2% | 18µM*[quencher] | 2% | . | . | . | 3%
COc1cc(NC(=O)c2cccs2)c(C(=O)OCC(=O)c2cc(C)n(-c3ccc(F)cc3)c2C)cc1OC
→ 5%[53 µM] | -3% | -1%[53 µM] | 0% | 36%[10 µM] | -11% | 4% | -11%
O=c1[nH]cnc2sc3c(c12)CCCCC3
→ -8% | -6% | -1% | -2% | 2% | i | 0% | -2%
Cc1ccc(S(=O)(=O)N(C)c2ccc(OCC(=O)Nc3nnc(C4CC4)s3)cc2)cc1
→ 0% | -28% | 0% | -15% | -12% | i | ? | 1%
FC(F)(F)c1ccccc1NC(=S)NN1CCOCC1
→ 7% | -15% | 3% | -12% | 34% | -2% | . | -5%
CCOC(=O)c1ccc(N2C(=O)c3n[nH]c(-c4cccs4)c3C2c2ccc(C)cc2)cc1 (centres undefined)
→ -5% | -11% | 0% | ? | . | . | . | -11%
CC(C)c1ccc(-n2ccnc2SCC(=O)O)cc1
→ 5% | 1% | -2% | -1% | -31% | -1% | 0% | 3%
Cc1ccc([N+](=O)[O-])c(Oc2ncnc3c2oc2ccccc23)c1
→ 3% | -19% | -22% | -3% | . | . | . | ?
N#Cc1ccc(NC(=S)NC(=O)CCc2ccc(S(=O)(=O)N3CCOCC3)cc2)cc1
→ -8% | -19% | -2% | 12% | . | i | -4% | 4%
O=C(NCc1cccnc1)c1ccc2c(=O)n(CCCN3CCCC3=O)c(=S)[nH]c2c1
→ -1% | -5% | -3% | -4% | 7% | 2% | 0% | 0%
O=C(COc1ccc(-n2cnnn2)cc1)NC(=O)NCc1ccccc1
→ -3% | -12% | 0% | -14% | -10% | -2% | -6% | 6%
COc1cc2c3nnc(-c4ccccc4)c-3cn(Cc3ccccc3F)c2cc1OC
→ -3% | -4% | -1% | 2% | -2%[10 µM] | i | . | 3%
Cn1c(=O)c2[nH]c(CNc3ccc(C(=O)O)cc3)nc2n(C)c1=O
→ 5% | -1% | 0% | -1% | -3%[10 µM] | i | -7% | -1%
COc1ccc(NS(=O)(=O)c2ccc(NS(=O)(=O)c3ccc(SC)cc3)cc2)c(OC)c1
→ -3% | ? | 2% | 11% | -25% | -5% | . | ?
O=C(COn1nnc2ccccc21)NCC1CCCCC1
→ -11% | 0% | -3% | -4% | -22%[10 µM] | i | . | 5%
Cc1ccc(Cl)cc1N(C)C(=O)c1cc2c(Cl)nc3ccccc3c2s1
→ -2% | -17% | -4% | -14% | . | . | . | -3%
Cc1ccc(NC(=O)Cn2c(O)c(N=NS(=O)(=O)c3ccc(C)cc3)c3ccccc32)cc1
→ 0% | -20% | -5% | ? | -11%[10 µM] | -3% | 7% | 6%
S=c1[nH]nc(CSc2nc3ccccc3s2)o1
→ 2% | -6% | -4% | -15% | -3% | -2% | 2% | -7%
COc1ccc(CC(=O)Nc2cccc(-c3cn4ccccc4n3)c2)cc1
→ 4% | ? | -1% | 10% | 9%[10 µM] | 0% | -11% | -11%
C=CCOc1ccccc1C1NC(=O)NC(C)=C1C(=O)NCc1ccccc1 (centres undefined)
→ -3% | -11% | -4% | -7% | -20%[10 µM] | -5% | . | -3%
COc1ccc(C2c3c(n[nH]c3C)CC(C)(O)C2C(C)=O)cc1OC (centres undefined)
→ -7% | -9% | -1% | -9% | -5% | i | 14% | 9%
c1ccc(C(c2ccccc2)c2noc(CN3CCN(CC4CC4)CC3)n2)cc1
→ 0% | -5% | -3% | -8% | -12%[10 µM] | -5% | -3% | 0%
COC(=O)c1cc(NS(=O)(=O)c2ccc(F)cc2)ccc1N1CCOCC1
→ 3% | -9% | -1% | -2% | -11%[10 µM] | -3% | 2% | 6%

3 of these compounds in another layout:
mol: S=c1[nH]nc(CSc2nc3ccccc3s2)o1
  TRb SRC2 PPI = 2%; Tau fluor cs = -6%; TexasRed fluor = -4%; Tau fibril ThT = -15%; HTT cytoprotect = -3%; RECQ1 inh = -2%; L3MBTL1 block = 2%; Tau fibril FP = -7%

mol: COc1ccc(CC(=O)Nc2cccc(-c3cn4ccccc4n3)c2)cc1
  TRb SRC2 PPI = 4%; Tau fluor cs = ?; TexasRed fluor = -1%; Tau fibril ThT = 10%; HTT cytoprotect = 9%[10 µM]; RECQ1 inh = 0%; L3MBTL1 block = -11%; Tau fibril FP = -11%

mol: C=CCOc1ccccc1C1NC(=O)NC(C)=C1C(=O)NCc1ccccc1 (centres undefined)
  TRb SRC2 PPI = -3%; Tau fluor cs = -11%; TexasRed fluor = -4%; Tau fibril ThT = -7%; HTT cytoprotect = -20%[10 µM]; RECQ1 inh = -5%; L3MBTL1 block = .; Tau fibril FP = -3%

Later entries
Values run as follows: TRb SRC2 PPI | Tau fluor cs | TexasRed fluor | Tau fibril ThT | HTT cytoprotect | RECQ1 inh | L3MBTL1 block | Tau fibril FP
O=C(COC(=O)Cn1cnc2ccccc2c1=O)NCCC1=CCCCC1
→ 4% | 3% | 1% | 3% | -2%[10 µM] | -6% | 5% | -2%
N#Cc1ccc(OCc2nnc(-c3ccc([N+](=O)[O-])cc3)o2)cc1
→ -1% | -21% | -3% | ? | -43%[inhibitor] | -3% | -7% | 2%
N=C1/C(=C\c2ccc(-c3ccc(C(=O)O)cc3)o2)C(=O)N=C2SC=C(c3ccccc3)N12
→ 7% | -28% | -10% | . | -5%[10 µM] | ? | . | 2%
O=C(COc1ccccc1)N1CCCC1
→ 0% | 2% | 2% | 1% | 20% | i | -24% | -1%
O=C(Oc1ccc2c(c1)OCO2)c1ccncc1
→ 5% | 0% | 1% | -12% | -12%[10 µM] | i | -1% | 1%
COc1ccc(C2NC(=S)NC(C)=C2C(=O)Nc2ccccn2)cc1OC (centres undefined)
→ 5% | 8% | 0% | 5% | 29%[10 µM] | 0% | 5% | 2%
Nc1nc(CN2CCN(C(=O)c3ccco3)CC2)nc(Nc2cccc(Cl)c2)n1
→ 4% | -10% | -5% | ? | . | i | -5% | 1%
COc1ccc(-n2ncc3c(NCC4CCCO4)ncnc32)cc1 (centres undefined)
→ -15% | -3% | 2% | -7% | -39%[inhibitor] | 2% | 2% | 4%
O=C1C=CC(=O)C(C2=C3C(=O)N(CCc4ccccc4)CC(=O)N3CCC2)=C1
→ 1% | ? | -2% | 16µM* | . | -15% | -11% | ?
Clc1ccc(/C=N/Nc2nn[nH]n2)cc1
→ -3% | -1% | -2% | -1% | ? | i | -3% | 0%
Cc1c(NC(=O)C2(c3ccccc3)CCCC2)c(=O)n(-c2ccccc2)n1C
→ -13% | -8% | -2% | -7% | 11% | -10% | . | -5%
COc1ccc(C(c2nnnn2C2CCCC2)N2CCC(C)CC2)cc1 (centres undefined)
→ 0% | -11% | 0% | -17% | -3% | -6% | . | -10%
Cc1ccc(N2C(=O)C(CN3CCCC3)C2c2ccccc2)cc1 (centres undefined)
→ 1% | -2% | -2% | -9% | -16% | 1% | ? | -6%
COc1ccc(-n2c(COc3cccc4ccccc34)nnc2SC(C)C(=O)O)cc1 (centres undefined)
→ -4% | 5%[2.34 µM] | -2% | 4% | -8%[10 µM] | -10% | 8% | -7%[2.34 µM]
O=C(CCCn1c(=O)c2ccccc2n(CC(=O)Nc2ccc(F)cc2F)c1=O)NCc1ccccc1Cl
→ -8% | -14% | 0% | 1% | . | . | . | 3%
Cc1ccc(N=Cc2sccc2C)cc1C
→ -3% | 9% | 2% | 4% | . | -8% | -1% | 7%
CCc1ccc(NC2=NCC(c3ccccc3)S2)cc1 (centres undefined)
→ -4% | -26% | 0% | ? | 22%[10 µM] | -14% | 4% | -3%
C#CCn1c(=O)cc(C)c2ccccc21
→ -5% | 6% | -3% | 3% | -59%[inhibitor][1.9 µM] | i | -7% | 8%
COc1ccc(N2CCN(S(=O)(=O)CCNC(=O)c3c(F)cccc3Cl)CC2)cc1
→ 0% | 1% | -1% | 2% | . | . | . | 1%
S=C(Nc1ccc(Oc2ccccc2)cc1)N(CCCN1CCOCC1)Cc1ccccn1
→ 0% | -17% | -1% | ? | -9% | i | ? | 12%
Cc1ccc2nc(N3CCN(C=O)CC3)nc(-c3ccccc3)c2c1
→ -12% | -8% | -6% | ? | 6%[10 µM] | 3% | 35%[activator] | 3%
Cc1ccc(Oc2ncccc2COC(=O)Nc2ccccc2C)cc1
→ -11% | -10% | 1% | -2% | -73%[inhibitor] | -12% | -3% | -12%
Cc1ccc(CNC(=O)C(C(C)C)N2Cc3ccccc3C2=O)cc1 (centres undefined)
→ -6% | -4% | 5% | -2% | . | . | . | 0%
CCN(CC(=O)Nc1ccc(OC)c(Cl)c1)CC(=O)NC(C)C
→ -8% | -15% | -5% | -8% | -18% | -3% | . | -8%
CC1=C(C(=O)Nc2ccccc2)C(c2ccncc2)n2nc(SCc3ccccc3Cl)nc2N1 (centres undefined)
→ 7% | -2% | -2% | 3% | . | . | . | -8%

Screening data as filed in PubChem.
